TDP43 rescue: rescues yeast growth from TDP-43 toxicity. AID 652104. 410,000 tested, 1.8% active. TDP-43 expressing yeast growth rescue, BacTiter-Glo, 24 h. Potency, µM (series often up to 46.1 µM), inactives show at the top dose growth rescue (activation), actives largely listed as activators; note: potency is the fitted concentration of half-maximal effect; % of control where 0% means no effect; nearly all actives have a fitted effect of over 50% in size
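In this qHTS, compounds that restore growth of yeast expressing TDP-43 appear as activators. Cells (OD600=0.02, galactose medium, raffinose-pregrown) are incubated with compound 24 hr at 30 deg C and growth is quantified by BacTiter-Glo.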
D3 ag: agonists of human D3 dopamine receptor; P35462; D3R DiscoveRx beta-arrestin cells, luminescence, 90 min; max activation, %; 410,000 tested, 0.58% active; in the data active = max activation above about 30%; note: 0% is about no effect; mostly tested at two doses, the higher about 12 µM
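Cells at 1500/well, incubated overnight, then treated with pinned compounds (dopamine as control) for 90 min at 37 degrees C. DiscoveRx reagent added for 30 - 60 minutes at room temperature; luminescence read.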
PTHR1 ag: activates the human parathyroid hormone receptor PTHR1 | Q03431 | HEK293 GP2 PTHR1 cells, GloSensor cAMP luminescence, 1 h | Potency, µM (series often up to 115 µM), without a hit: at the top dose activation, actives largely listed as activators | 410,000 tested, 0.075% active; note: potency is the fitted concentration of half-maximal effect; nearly all actives have a fitted effect of over 55% in size; some results filed as inactive show a strong effect at the top dose; inactives centre near -15; many of its hits are not listed in these tables
Target sequence (Q03431 whole entry, looked up): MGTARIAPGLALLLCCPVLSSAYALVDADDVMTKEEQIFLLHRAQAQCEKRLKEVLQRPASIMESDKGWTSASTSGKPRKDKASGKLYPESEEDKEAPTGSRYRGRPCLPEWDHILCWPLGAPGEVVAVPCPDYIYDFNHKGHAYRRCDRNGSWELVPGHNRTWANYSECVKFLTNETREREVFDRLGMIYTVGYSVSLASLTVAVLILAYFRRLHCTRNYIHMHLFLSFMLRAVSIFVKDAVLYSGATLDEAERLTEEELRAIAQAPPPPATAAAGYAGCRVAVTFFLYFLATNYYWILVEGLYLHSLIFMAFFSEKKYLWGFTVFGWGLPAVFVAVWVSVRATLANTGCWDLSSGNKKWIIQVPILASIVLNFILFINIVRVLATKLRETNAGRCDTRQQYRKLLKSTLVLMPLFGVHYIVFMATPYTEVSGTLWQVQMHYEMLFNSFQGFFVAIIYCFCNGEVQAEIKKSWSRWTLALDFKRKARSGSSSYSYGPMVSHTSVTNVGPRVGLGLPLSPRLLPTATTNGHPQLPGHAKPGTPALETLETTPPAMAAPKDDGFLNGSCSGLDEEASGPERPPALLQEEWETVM
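HEK-293-derived GP2 cells expressing PTHR1 and a GloSensor cAMP reporter, 3,000/well, plated overnight, given luciferin plus IBMX (each 0.5 mM as added) for 1 h at 37 °C, then compound for 1 h at 37 °C. Luminescence was read after 15 min at room temperature.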
GLP1R ag: activates the human GLP-1 receptor; AID 624172; Potency, µM (doses to about 45.6 µM), for inactives: at the top dose activation, hits mostly activators; P43220; 380,000 tested, 0.007% active; HEK293 GLP-1R CRE-luciferase, luminescence, 4-6 h; cells express a hypersensitive GLP-1R form; note: potency is the fitted concentration of half-maximal effect; % of control where 0% means no effect
Target sequence (P43220 whole entry, looked up): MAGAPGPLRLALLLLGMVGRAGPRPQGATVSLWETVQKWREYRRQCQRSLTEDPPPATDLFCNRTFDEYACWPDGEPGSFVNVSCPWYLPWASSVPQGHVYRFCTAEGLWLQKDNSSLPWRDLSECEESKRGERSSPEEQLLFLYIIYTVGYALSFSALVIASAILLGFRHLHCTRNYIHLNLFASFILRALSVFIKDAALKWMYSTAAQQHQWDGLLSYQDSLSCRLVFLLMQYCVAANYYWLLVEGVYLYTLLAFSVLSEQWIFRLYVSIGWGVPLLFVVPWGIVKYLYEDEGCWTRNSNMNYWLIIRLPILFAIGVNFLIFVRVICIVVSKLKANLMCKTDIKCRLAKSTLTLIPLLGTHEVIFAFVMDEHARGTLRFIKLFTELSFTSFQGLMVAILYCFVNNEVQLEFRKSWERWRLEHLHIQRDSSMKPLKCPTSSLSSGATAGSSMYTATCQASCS
HEK293 tox: cytotoxicity in counter-screen for GLP-1R inverse agonists. HEK293 cAMP-luciferase reporter cells, luminescence, 24 h. Potency, µM (titrated, usually from 38.3 µM), for inactives: at the highest dose activity change, negative = inhibition, hits mostly inhibitors. 410,000 tested, 0.13% active;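 note: loss of luciferase light is scored as toxicity; potency is the fitted concentration of half-maximal effect; % is set by controls: 0 for no effect and ±100 for the full control effect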
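Step one: seed cells (200 cells/uL, DMEM with 10% Nu serum, 1% pen-strep). Step two: 12-hour incubation at 37 deg C. Step three: pin 23 nL compound, incubate 24 hr. Step four: add luciferase reagent, read luminescence 12 min later.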
GLP-1R inv ag: inverse agonists of human GLP-1 receptor; Potency, µM (highest dose often 38.3 µM), inactives show top-dose activity change, negative = inhibition, hits mostly inhibitors; HEK293 GLP-1R CRE-luciferase, luminescence, 24 h; GLP-1R form is constitutively active; 410,000 tested, 1.6% active; P43220; AID 624417; note: potency is the fitted concentration of half-maximal effect; % is set by controls: 0 for no effect and ±100 for the full control effect; nearly all actives have a fitted effect of over 55% in size
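Stable HEK293 clone (constitutively active GLP-1R + cAMP-response luciferase); 200 cells/uL plated, 12 h pre-culture, compound 24 hr, 37 deg C/5% CO2; detection reagent 12 min RT; luminescence.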
KB-V1 MDR tox: KB-V1 MDR subline cytotoxicity | KB-V1 MDR cells viability, CellTiter-Glo, 72 h | Potency, µM (top dose mostly 46.1 µM), without a hit: at the highest dose activity change, negative = cytotoxicity, hits mostly cytotoxic | 400,000 tested, 3.4% active; note: potency is the fitted concentration of half-maximal effect; % is set by controls: 0 for no effect and ±100 for the full control effect; nearly all actives have a fitted effect of over 60% in size
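In this primary screen, KB-V1 cells overexpressing P-gp are incubated with library compounds (lowest to highest concentration) for 72 h at 37 degrees C before a luminescent ATP viability read.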
D3 antag: blocks the human D3 dopamine receptor | D3R cells, DiscoveRx beta-arrestin luminescence, antagonist mode; active compounds read low | max response, negative = inhibition, % | 360,000 tested, 2.5% active; in the data active = max response below about -50%; inconclusive = no clear call, values can overlap the other calls; note: % is set by controls: 0 for no effect and ±100 for the full control effect; mostly tested at two doses, the higher about 12 µM
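Cells plated overnight at 1500 cells/well, then exposed to library compounds with dopamine controls for 90 minutes at 37 degrees C. DiscoveRx reagent added for 30–60 minutes at room temperature; luminescence read, quantitative HTS format.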
aSyn rescue: alpha-synuclein toxicity inhibition in yeast; Yeast expressing alpha-synuclein, growth rescue, BacTiter-Glo, 24 h; Potency, µM (highest dose often 46.1 µM), inactives show at the top dose growth rescue (activation), actives largely listed as activators; 370,000 tested, 0.14% active; AID 652106; note: potency is the fitted concentration of half-maximal effect; % of control where 0% means no effect; nearly all actives have a fitted effect of over 65% in size
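Screening used galactose-induced yeast with toxic alpha-synuclein levels, exposed to compound for 24 hr at 30 deg C. Cell growth, read with BacTiter-Glo luminescence, gave the measured signal.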
* hit, by the source's call; i = inactive; ? = inconclusive; · = not tested or not shown; & = joins results of further samples; [ ] = dose if it differs, or a comment. Unless noted, calls come from the whole dose curve; as a rule, active = well fitted curve in the direction sought with a large enough effect; inconclusive = small, poorly fitted or top-dose-only effect, or another doubt; inactive = no such curve, though single readings can be large; an effect the other way counts as inactive or inconclusive.

SMILES	TDP43 rescue	D3 ag	PTHR1 ag	GLP1R ag	HEK293 tox	GLP-1R inv ag	KB-V1 MDR tox	D3 antag	aSyn rescue
Cc1ccc(C)n1-c1nnc(N2CCC(C(=O)NCCCN3CCN(C)CC3)CC2)s1	-6%	-9	10%	-2%	2%	10%	0%	-15	-1%
COc1ccc(NC(=O)CSc2oc(-c3ccco3)nc2S(=O)(=O)c2ccc(Br)cc2)c(OC)c1	-2%	-28	i	·	0%	-26%	4%	·	·
Cc1ccc(N=CC=C2OC(C)(C)C(C)(C)O2)c(C)c1	7%	1	-26%	4%	-12%	?	14%	19	2%
O=C1CC(c2cccs2)c2cc3c(cc2N1)OCCO3 (stereo not given)	6%	8	i	-1%	-48%	-11%	-7%	26	-9%
CSc1ccc(CN(C)CC(=O)NCc2ccc(F)cc2)cc1	-4%	-9	i	12%	0%	?	?	-8	2%
CCC(=O)c1cc(F)c(N2CCN(C(=O)c3ccco3)CC2)cc1C	?	3	-12%	2%	-12%	-9%	9%	22	-2%
COc1ccc(Oc2cc(C)nc(Cl)n2)nn1	16%	-3	i	3%	-13%	8%	-3%	8	-5%
CCCCOc1ccc(C(=O)Nc2nc3c(s2)CC(C)CC3)cc1 (stereo not given)	8%	-7	-20%	·	6%	2%	-4%	·	·
CCOC(=O)CC1(NC(=O)C2CCC(=O)N(CCc3ccc(OC)cc3)C2)CCCCC1 (stereo not given)	-6%	0	i	-5%	-4%	?	-4%	-3	-1%
NC(=O)c1ccccc1NC(=O)CCn1c(=S)oc2ccccc21	-9%	-5	-3%	12%	8%	2%	5%	37	1%
CC(C)OC(=O)Cn1cc(C#N)c2ccccc21	15%[9.22 µM]	-11	?	5%	-8%	-23%	-14%	-19	0%
Cc1cnc(NC(=O)c2cc3c(C)nn(Cc4ccccc4Cl)c3s2)s1	21%	8	i	5%	2%	21%	-4%	7	1%
COc1cc(C(CCN2CCN(c3ccccc3)CC2)c2c(OC)cc(OC)c3c(C)cc(=O)oc23)cc(OC)c1OC (stereo not given)	6%	-75	i	1%	0%	?	2%	-121*	29%
COc1ccc(OC)c(-c2csc(NC(=O)Cc3ccccc3OC)n2)c1	10µM*	-23	-31%[inhibitor]	21%	-1%	?	?	-63*	-19%
O=C(C1CCN(S(=O)(=O)c2ccc(Cl)cc2)CC1)N1CCCC1	5%	-4	0%	1%	0%	9%	-8%	-3	4%
C[C@H](CO)N1C[C@H](C)[C@@H](CN(C)S(=O)(=O)c2ccc(Cl)cc2)Oc2ccc(NS(=O)(=O)c3ccccc3)cc2CC1=O	-17%	2	?	0%	-23%	?	?	18	0%
Cc1ccc(C)c(CN2C(=O)c3ccccc3S(=O)(=O)c3ccc(C(=O)N4CCCCCC4)cc32)c1	23%	-3	-7%	·	1%	3%	·	·	·
COc1ccc(N(C)C(=O)c2sc(Cl)nc2C)cc1	20%	-12	-16%	2%	1%	15%	-15%	3	10%
Cc1noc(C)c1COC(=O)c1ccc(-c2nc3ccccc3s2)s1	-4%	-9	-28%	2%	2%	56%[activator]	?	7	-10%
COc1cc(CN2C[C@@H](CO)O[C@@H](n3cnc4c(NC5CCCC5)ncnc43)C2)cc(OC)c1OC	17%	-12	-24%	16%	-13%	20%	0%	0	0%
O=c1cc(CO)oc(C(Nc2ccccn2)c2cccc(F)c2)c1O (stereo not given)	18%	1	i	-5%	1%	3%	15%	?	-7%
COc1ccc(C2/C(=C(/O)c3cnn(-c4ccccc4)c3C)C(=O)C(=O)N2CCN(C)C)cc1OC (stereo not given)	-15%	1	i	7%	-7%	8%	2%	5	2%
O=C(Nc1nc2ccc(F)cc2s1)c1cccs1	?	1	-45%[inhibitor]	-1%	-3%	-14%	-8%	-3	-12%
C=CCOC(=O)CN1C(=O)c2ccccc2C1=O	0%	0	i	4%	4%	4%	-1%	-14	0%
Cc1nnc(C)n1/N=C/c1cccc(Oc2ccccc2)c1	17%	4	i	8%	2%	1%	-1%	?	0%

New compounds follow
SMILES	TDP43 rescue	D3 ag	PTHR1 ag	GLP1R ag	HEK293 tox	GLP-1R inv ag	KB-V1 MDR tox	D3 antag	aSyn rescue
CC1CCCC(NC(=O)COC(=O)c2ccc([N+](=O)[O-])s2)C1C (stereo not given)	-93%[inhibitor]	-3	i	-7%	-2%	8%	·	8	-71%[inhibitor]
CCOC(=O)N(C)c1c(CC)nc2c(OCc3ccccc3)cccn12	11%	-24	-4%	6%	1%	-32%	?	-24	-1%
COc1ccc(CN(C)S(=O)(=O)c2nnc(NC(=O)c3ccccc3)s2)cc1OC	5%	8	-13%	6%	-11%	98%[activator]	-15%	20	0%
O=C(OCC(=O)N1CCCc2ccccc21)c1cc(S(=O)(=O)N2CCOCC2)ccc1F	-3%	5	-63%[inhibitor]	22%	-4%	17%	26%	11	4%
CCOC(=O)CNC(=O)C1(/C=C/c2ccccc2)CC(=O)N1c1ccc(OC)cc1 (stereo not given)	-12%	-2	-5%	12%	-3%	-27%	-1%	?	1%
CCOc1ccc(/C=C/c2nc(C#N)c(NC(C)c3ccccc3)o2)cc1 (stereo not given)	3%	5	-47%[inhibitor]	·	-8%	-20%	·	·	·
COCCNCC(=O)NCC12CC3CC(CC(C3)C1)C2	13%	-3	-2%	11%	-3%	2%	5%	5	2%
CCOC(=O)c1cnc2c(-c3ccccc3)c(-c3ccccc3)nn2c1C	-20%	-1	i	9%	7%	12%	-5%	10	-16%
CC(=O)c1cccc(N=Nc2c(-c3ccccc3)[nH]n(-c3ccccc3)c2=O)c1	0%	0	i	-1%	-9%	16%	?	-21	2%
CCN(CC)C(=O)COc1ccc(S(=O)(=O)N2CCOCC2)cc1	-19%	-6	-18%[57.5 µM]	-6%	13%	7%	-23%	6	-1%
Cc1cccc2cc(CN(Cc3cccnc3)C(=S)NCCCN(C)C)c(=O)[nH]c12	4%	-7	i	7%	0%	-9%	1%	-8	-5%
O=C(Nc1ccccc1F)c1c[nH]c(=O)[nH]c1=O	1%	1	i	2%	28%	51%[activator]	?	0	0%
O=c1[nH]c(Cc2ccccc2)nc2scc(-c3ccccc3)c12	7%	2	-8%	-29%	-10%	15%	21%	0	5%
COCCOC(=O)c1c(NC(=O)CNCc2ccco2)sc(C(N)=O)c1C	·	-7	36%	0%	-13%	17%	-2%	13	-2%
CCCCn1c(N)c(N(CCOC)C(=O)CN2c3ccccc3CC2C)c(=O)[nH]c1=O (stereo not given)	10%	3	i	5%	6%	5%	-1%	7	-1%
O=S(=O)(c1ccc(Br)cc1)N1CCN(c2cc(-c3ccccc3)nc3ncnn23)CC1	-3%	8	i	2%	-13%	2%	13µM*	35	-5%
Cc1ccnc2c1ccc1ccccc12	20%	-1	-17%	-1%	5%	10%	16%&12%	0	2%&3%
CC(C)OCCCNC(=O)C1CCN(S(=O)(=O)c2ccc3nc4c(c(C(=O)O)c3c2)CCCCC4)CC1	16%	5	i	-6%	-7%	2%	?	-2	-1%
O=C(NCCCN1CCCC1=O)Nc1ccc(Br)cc1Cl	-5%	2	-5%	-3%	0%	-15%	11%	6	0%
Cc1ccc(NS(=O)(=O)c2ccc(OCC(=O)NCc3ccccn3)cc2)cc1	4%	2	-10%	0%	?	-21%	·	-11	2%
CCOC(=O)N1CCN(C(=O)C(CC)n2nc(C)c3sc4ccccc4c3c2=O)CC1 (stereo not given)	-18%	-5	-15%[57.5 µM]	-3%	-16%	6%	?	1	6%
O=C(CC1NC(=O)NC1=O)Nc1ccccc1 (stereo not given)	1%	0	2%	0%	4%	-3%	17%	13	·
N#CCCn1c(SCC(=O)c2c[nH]c3ccccc23)nc2ccccc21	8%	0	-10%	3%	-16%	7%	-27%	18	0%
CC(=O)NCCn1c(C)cc2ccccc21	7%	7	i	-2%	-16%	-8%	?	-2	0%
COc1ccc(C(=O)NC(=S)NNC(=O)c2ccccc2O)cc1	-39%[inhibitor]	38*	-15%	0%	6%	?	?	17	9%

Next records
SMILES	TDP43 rescue	D3 ag	PTHR1 ag	GLP1R ag	HEK293 tox	GLP-1R inv ag	KB-V1 MDR tox	D3 antag	aSyn rescue
O=C1c2ccccc2C(=O)N1/N=C/c1ccc(O)c(O)c1O	-20%	16	i	-4%	1%	8%	-8%	3	8%
COc1ccc(C(=O)O/N=C2\CCS(=O)(=O)c3sccc32)cc1	0%	2	-73%[inhibitor]	-5%	-4%	22%	?	37	-7%
COC(=O)c1ccsc1NC(=O)c1cccc(OC)c1	?	8	-17%	18%	14%	107%[activator]	?	5	-1%
NNC(=O)c1ccc([N+](=O)[O-])c(CS(=O)(=O)c2ccc(Cl)cc2)c1	-28%	-6	-4%	-17%	?	-1%	0%	?	-1%
Cc1csc2nc(COc3ccc(NC(=O)C(C)C)cc3)cc(=O)n12	19%	-2	-8%	1%	-4%	-2%	-4%	·	·
N#CCc1ccc(Oc2ncc(C(F)(F)F)cc2Cl)cc1	-23%	-14	-23%	5%	-3%	17%	-4%	-23	-2%
O=c1[nH]c(SCc2cccc(Cl)c2)nc2c1CCCC2	-14%	30	-4%	0%	-4%	-7%	9%	4	0%
CC(=O)N1CCc2cc(CNS(=O)(=O)c3ccccc3C(F)(F)F)ccc21	11%	61*	0%	·	3%	8%	·	·	·

An excerpt from above in order of SMILES length, rising.
SMILES	TDP43 rescue	D3 ag	PTHR1 ag	GLP1R ag	HEK293 tox	GLP-1R inv ag	KB-V1 MDR tox	D3 antag	aSyn rescue
COC(=O)c1ccsc1NC(=O)c1cccc(OC)c1	?	8	-17%	18%	14%	107%[activator]	?	5	-1%
O=c1[nH]c(SCc2cccc(Cl)c2)nc2c1CCCC2	-14%	30	-4%	0%	-4%	-7%	9%	4	0%
COc1ccc(C(=O)O/N=C2\CCS(=O)(=O)c3sccc32)cc1	0%	2	-73%[inhibitor]	-5%	-4%	22%	?	37	-7%
CC(=O)N1CCc2cc(CNS(=O)(=O)c3ccccc3C(F)(F)F)ccc21	11%	61*	0%	·	3%	8%	·	·	·

The list is partial, so the mix of outcomes need not match the whole.
